NPR2 activator: human GC-B receptor activators, primary screen, HEK293 GC-B cells, cGMP TR-FRET, EC30 CNP; Atrial natriuretic peptide receptor 2 (Homo sapiens), P20594; activation, % at 10 µM; AID 1920062, 2024; 0% at EC30 CNP, 100% saturating CNP; 370,000 compounds, 0.11% hits;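 active = activation at 10 µM reaching about 35% in either raw or pattern-adjusted values, limit read from the data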
SMARCA2 activ: SMARCA2 (BRM) function activators, primary screen, cell-based, luminescence, high throughput | MG213 cells, MMTV-luciferase reporter, dexamethasone, overnight | activation, % at 9.1 µM | 370,000 compounds, 1% hits | AID 652017, 2013; in the data active = activation above about 7.8%;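 note: 0% = vehicle wells and 100% = reference activator wells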
ssDAF-12 act: S. stercoralis DAF-12 nuclear receptor activators, primary screen, cell-based, luminescence, HEK293, GRIP1 co-expression, lit1-tk-luc | HEK293 ssDAF-12/GRIP1 lit1-tk-luc reporter; % of 3 µM dafachronic acid response | activation, % at 6.8 µM | 370,000 compounds, 1% hits;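 active = activation above the mean over all tested compounds plus 3 SD, cut at about 0.9% in these data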;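 note: 0% = DMSO-only wells and 100% = 3 µM delta7-dafachronic acid wells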
DAX1 inh-1: DAX1 (NR0B1) inhibitors, primary screen, cell-based, HEK293, Gal4-DAX1, luciferase luminescence; Nuclear receptor subfamily 0 group B member 1 (Homo sapiens), P51843; HEK293 Gal4-DAX1 luciferase reporter; inhibition, % at 6.75 µM; 340,000 compounds, 0.99% hits; AID 504766, 2011;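 active = inhibition above the mean over all tested compounds plus 3 SD, cut at about 4.2% in these data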;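 note: 0% = DAX1-transfected cells with DMSO and 100% = empty-vector control cells with DMSO; inhibition shows as a rise in luminescence from relieved DAX1 repression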
proKLK7 act: proKLK7 zymogen activators, primary screen, biochemical, fluorescence intensity; purified proKLK7, EDANS-DABCYL substrate fluorescence; 100% is mature enzyme control, 0% vehicle; 370,000 compounds, 0.9% hits; AID 652039, 2013; activation, % at 7 µM;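 active = activation above the mean of all tested compounds plus 3 SD, computed per campaign excluding outliers beyond control limits, cut at about 13% in these data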
Target sequence (P49862 whole entry, looked up): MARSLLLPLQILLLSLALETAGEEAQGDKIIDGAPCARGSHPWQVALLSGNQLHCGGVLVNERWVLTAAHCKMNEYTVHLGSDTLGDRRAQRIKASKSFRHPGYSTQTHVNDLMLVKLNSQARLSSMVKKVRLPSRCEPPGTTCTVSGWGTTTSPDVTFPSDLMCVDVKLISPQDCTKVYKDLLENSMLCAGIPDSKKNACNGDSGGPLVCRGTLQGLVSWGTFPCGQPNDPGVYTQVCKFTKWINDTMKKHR
hcDAF12 agonist: H. contortus DAF-12 nuclear receptor activators, primary screen, cell-based, luminescence, HEK293, lit1-tk-luc reporter; 370,000 compounds, 1.4% hits; HEK293 hcDAF-12 lit1-tk-luc reporter; 0% DMSO, 100% Δ7-dafachronic acid; activation, % at 6.8 µM;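 active = activation above the mean of all tested compounds plus 3 SD, cut at about 5.5% in these data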;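 note: 100% = response to 3 µM Δ7-dafachronic acid high control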
DAX1 inh-2: DAX1 (NR0B1) inhibitors on StAR promoter, primary screen, cell-based, luminescence, SF-1 (NR5A1), full-length DAX-1; HEK293T StAR-luciferase reporter, SF-1/DAX-1 repression relief; inhibition, % at 6.8 µM; 370,000 compounds, 1.1% hits; AID 652010, 2013;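 active = inhibition above the mean over all tested compounds plus 3 SD, cut at about 3.6% in these data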;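 note: 0% = DAX-1 cells with DMSO and 100% = cells lacking DAX-1 with DMSO; higher inhibition means more luminescence from relief of DAX-1 repression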
hgDAF-12 ag: H. glycines DAF-12 receptor agonists, primary screen, cell-based, luminescence, HEK293, GAL4 fusion, UAS-luciferase | Nuclear hormone receptor DAF-12 (Heterodera glycines), GAL4 fusion | HEK293 GAL4-hgDAF12 UAS-luciferase reporter, agonist luminescence; normalized to butyrate control | activation, % at 6.8 µM | 370,000 compounds, 1.8% hits;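 active = activation above a cutoff set at the mean of all screened compounds plus 3 SD, cut at about 10% in these data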;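 note: 0% = DMSO wells and 100% = sodium butyrate wells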
HGIII-sPLA2 inh: human group III sPLA2 inhibitors, primary screen, biochemical, QFRET, BODIPY PC-A2 liposome substrate. Group 3 secretory phospholipase A2 (Homo sapiens), Q9NZ20. QFRET BODIPY PC-A2 liposome hydrolysis, fluorescence. inhibition, % at 12.2 µM. 370,000 compounds, 0.56% hits. AID 743126, 2013;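 active = inhibition above mean plus 3 SD of compounds lying within the high and low control bounds, cut at about 19% in these data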;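 note: 0% = median of test compound wells and 100% = no enzyme DMSO wells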
Target sequence (Q9NZ20 whole entry, looked up): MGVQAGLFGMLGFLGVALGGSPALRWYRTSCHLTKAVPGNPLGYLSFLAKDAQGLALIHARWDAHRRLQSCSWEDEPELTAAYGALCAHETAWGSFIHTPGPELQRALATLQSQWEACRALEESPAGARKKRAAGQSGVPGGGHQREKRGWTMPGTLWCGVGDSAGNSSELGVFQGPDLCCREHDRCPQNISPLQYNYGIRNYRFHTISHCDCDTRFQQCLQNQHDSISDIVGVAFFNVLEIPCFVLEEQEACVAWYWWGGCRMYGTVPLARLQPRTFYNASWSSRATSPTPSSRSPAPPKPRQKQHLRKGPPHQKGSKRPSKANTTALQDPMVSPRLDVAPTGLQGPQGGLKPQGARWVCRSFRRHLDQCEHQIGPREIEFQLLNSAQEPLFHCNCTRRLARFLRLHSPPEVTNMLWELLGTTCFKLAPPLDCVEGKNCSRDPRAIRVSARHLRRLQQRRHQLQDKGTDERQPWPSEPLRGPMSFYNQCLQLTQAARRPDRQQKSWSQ
NPR1 activator: GC-A stimulated cGMP production enhancers – HEK293 GC-A cells, cGMP TR-FRET, EC30 ANP, primary screen. 0% at EC30 ANP, 100% saturating ANP. activation, % at 10 µM. 370,000 compounds, 0.14% hits; in the data active = activation above about 40%
GAA850 FXN act: FXN promoter activators, primary screen, cell-based, luciferase luminescence, HEK293 lucGAA850; HEK293 lucGAA850 FXN promoter luciferase reporter, 24 h; percent of 10 µM SAHA response; activation, % at 6 µM; 360,000 compounds, 0.56% hits; AID 540364, 2011;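 active = activation above the average of all compounds screened plus 3 SD, cutoff fixed separately per campaign, cut at about 7.5% in these data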;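 note: 0% = DMSO wells and 100% = 10 µM SAHA wells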
Active calls of the source: *; x = not tested or not shown. Rows were taken by chance, and some 6.7% of all compounds hit somewhere here.

Compound	NPR2 activator	SMARCA2 activ	ssDAF-12 act	DAX1 inh-1	proKLK7 act	hcDAF12 agonist	DAX1 inh-2	hgDAF-12 ag	HGIII-sPLA2 inh	NPR1 activator	GAA850 FXN act
CCC1(c2ccccc2)NC(=O)N(CC(=O)Nc2cc(Cl)ccc2N2CCOCC2)C1=O (stereo unspecified)	-6	-3	-0.9	-0.2	0.5	0.3	-1.6	0.5	-10	-8	-0.9
COc1ccccc1NC(=O)CSc1nc2ccccc2cc1Cc1ccccc1	2	4	-1.0	1.1	0.6	1.8	-0.1	-0.4	3	-1	3.7
CC(NC(=O)c1cccc(S(=O)(=O)N2CCc3ccccc3C2)c1)c1ccco1 (stereo unspecified)	8	-1	-1.0	-0.4	-0.5	-1.2	0.2	-2.1	-1	0	0.1
Nc1nsc2ccccc12	1	0	-1.8	-2.1	-0.1	-1.4	-1.7	-0.5	-1	-1	-2.2
COc1ccc(N2CCN(c3oc(COc4ccccc4)nc3C#N)CC2)cc1	0	-4	-0.6	-1.0	0.2	-1.1	-0.1	1.8	-10	-2	3.3
C=CCn1c(=S)[nH]c2cc(C(=O)Nc3ccc(F)cc3)ccc2c1=O	16	-1	-0.9	-0.1	0.1	-2.0	-0.4	0.8	8	14	-0.6
COc1ccccc1Nc1nc(NCC2CCCO2)c2ccccc2n1 (stereo unspecified)	-3	0	-1.5	-0.5	0.7	-2.3	-1.6	-0.2	-8	1	-0.8
Cc1ccc(C(=O)N[C@H](C(=O)OCC(=O)c2ccc[nH]2)C(C)C)cc1	-6	-1	-1.8	-0.7	0.0	-0.9	0.0	-0.3	-5	2	5.2
N#Cc1ccc(OCC(=O)N/N=C/C2CC=CCC2)cc1 (stereo unspecified)	-3	-3	-1.0	0.2	0.4	-1.7	-0.5	-4.0	-4	1	2.2
COC(=O)CSc1cc([N+](=O)[O-])cc2c1c(C1OCCO1)nn2-c1ccccc1	-2	1	-0.9	-0.3	-0.5	-2.1	0.3	0.7	2	1	2.8
O=C(NCC(=O)N1CCN(C(=O)c2ccco2)CC1)c1ccccc1	-1	0	1.0*	0.5	-0.2	-1.1	1.5	-0.3	6	0	1.2
CC(NC(=O)NC(=O)c1cccc(Cl)c1)c1ccccc1 (stereo unspecified)	-1	-2	-0.9	-0.3	0.3	-2.6	0.1	-1.1	2	-2	1.8
Nn1c(SCC(=O)NCc2ccc3c(c2)OCO3)nnc1C(F)(F)F	2	-3	-1.1	0.7	-0.1	-0.7	0.8	-0.3	13	-1	0.6
Clc1ccc(-c2ccccc2)cn1	2	-1	-0.7	-1.3	-0.3	1.7	0.2	0.2	1	3	-0.4
O=C(Nc1ccccc1C(=O)N1CCCCC1)c1ccc(Cl)cc1Cl	3	6	-0.9	0.3	0.1	0.1	0.6	3.0	1	0	-0.5
COc1ccc(C(=O)NNC(=O)C(=O)/C=C(\O)c2ccc(C)cc2)cc1	-1	-2	-1.3	0.3	0.4	-1.1	-0.2	0.6	3	-6	2.4
O=C(O)c1ccccc1-c1ccccc1C(=O)Nc1cccc(O)c1	0	-2	-0.4	0.0	0.0	-0.6	-0.4	-1.4	0	6	1.5
CCCCCN(C(=O)CN(C)Cc1ccc(OC)cc1OC)c1c(N)n(CCCC)c(=O)[nH]c1=O	-4	0	-1.3	-0.7	0.6	-0.7	0.1	-1.7	-4	1	2.7
Cc1nn(C)c(Cl)c1S(=O)(=O)N1CCC(CO)(CCc2ccccc2)CC1	2	1	-1.2	-0.4	-0.7	-2.0	-0.2	-1.2	-3	0	0.8
O=C(N/N=C\c1ccc(F)cc1)c1csnn1	-3	6	-0.7	2.5	0.0	1.4	2.0	13*	1	-3	4.4
COc1ccc2c(=O)c(-c3nc(C)cs3)coc2c1	-4	5	1.1*	0.2	0.5	7.0*	4.1*	14*	2	-4	3.0
CCO[C@H]1OC(C(=O)NCc2nc3ccccc3[nH]2)=C[C@@H](c2ccc(Br)cc2)[C@@H]1CCCO	2	-1	-1.7	-0.3	0.6	-1.6	-0.7	-1.1	-24	8	-2.9
COc1ccc(NC(=O)CCSc2ccc(C)cc2)cc1S(=O)(=O)Nc1ccccc1Cl	-6	-3	-1.2	-1.0	0.3	-1.1	-0.8	-0.7	-26	0	0.5
COc1ccc(OC)c(Nc2ncnc3sc(-c4ccccc4)cc23)c1	1	-2	-1.4	1.2	-419	-0.6	-0.5	-1.0	-2	0	1.6
COc1cccc(/C=N/NC(=O)c2cnccn2)c1OC	-10	-1	-1.0	0.5	0.2	0.5	-0.2	1.5	-1	-4	2.0
COc1ccc(NC(=O)Nc2cccc3c2O[C@@H](CN(C)CC2CCCCC2)[C@@H](C)CN([C@H](C)CO)C3=O)cc1	-2	3	-1.4	-0.3	0.1	-2.3	-0.1	2.0	-3	-1	-4.2
O=c1c2c3c(sc2n2c(=S)[nH]nc2n1-c1ccccc1)CCC3	-2	-5	-1.7	x	-0.1	-1.4	-0.7	-0.1	14	2	0.7
CSc1nc(C)cc(-n2cc(F)c(=O)[nH]c2=O)n1	4	3	-1.3	2.5	-0.7	-0.8	-0.2	2.4	1	-1	2.2
COc1ccc(Nc2nc(NN)nc(C)c2[N+](=O)[O-])cc1	-3	-1	-1.1	0.0	-0.1	0.0	-0.7	4.2	0	6	0.6
O=C1NC[C@@H](Cc2cccc3ccccc23)N(CCc2cc(C(F)(F)F)cc(C(F)(F)F)c2)C1=O	-2	0	-1.3	-0.5	-0.1	1.0	0.1	-0.6	2	4	-0.5
COc1ccc(OC)c(CN2CCCC(CO)C2)c1 (stereo unspecified)	3	-3	-1.0	-0.5	-0.1	0.2	0.4	-0.6	9	-4	0.1
CN(C(=O)c1cnccn1)c1nnc(-c2cnccn2)s1	1	-2	-0.8	0.6	20*	0.4	0.2	5.1	7	3	-0.1
CC1CN(C(=O)CCC(=O)NCc2ccc(F)cc2)c2ccccc2S1 (stereo unspecified)	2	-3	-1.1	1.4	-0.2	-1.3	0.9	2.8	3	-3	-1.0
CCc1cccc2c(SCC(=O)NCC3CCCO3)nc(-c3ccc(F)cc3)nc12 (stereo unspecified)	3	-3	-0.7	-0.5	0.3	1.1	0.7	1.5	-5	-2	-0.1
CC(=O)C1=C(O)C(=Cc2ccccc2)OC1=O	1	0	-1.2	-1.1	0.6	2.0	2.2	0.5	-20	-2	2.4
O=C(NC1CCCC1)c1cc(-c2cccc(Cl)c2)on1	5	4	-0.3	0.9	-0.4	0.8	1.1	7.0	-4	3	2.6
CN(C)C(CNC(=O)c1c(F)cccc1Cl)c1ccco1 (stereo unspecified)	-2	-3	0.3	0.2	-0.8	2.5	0.4	-0.3	15	4	-2.1
C[C@H]1CCCCO[C@H](CN(C)Cc2ccc(C(=O)O)cc2)[C@@H](C)CN([C@@H](C)CO)C(=O)c2cc(NS(=O)(=O)c3cn(C)cn3)ccc2O1	1	0	-0.9	1.4	-1.0	0.5	0.9	0.3	2	0	1.0
O=C(CN1CCC(C(O)(c2ccccc2)c2ccccc2)CC1)Nc1cc(Cl)ccc1Cl	-7	-1	-0.8	-1.7	-0.4	-0.7	0.5	-1.2	8	-4	-2.6
O=C(N/N=C/c1ccc([N+](=O)[O-])cc1)c1ccc(COc2ccccc2-c2ccccc2)cc1	4	-1	-1.1	-0.3	0.4	-1.0	0.1	-0.9	-5	-3	1.8
O=C(Cc1ccc(S(=O)(=O)N2CCCCC2)s1)Nc1ccc(F)c(F)c1	0	1	-1.3	-0.2	0.3	-2.5	-0.6	-1.7	-71	2	1.2
Cc1cc(C)cc(NC(=O)c2cccc(C(=O)Nc3cc(C)cc(C)c3)n2)c1	-3	-1	-1.5	2.1	0.1	-1.1	-0.3	-0.7	-5	-3	1.3
CCOP(=O)(OCC)C(Nc1ccccc1)c1ccccc1C(F)(F)F (stereo unspecified)	-5	-4	-0.2	-1.0	-0.3	-1.8	-0.5	-0.1	7	-5	1.4
COCCNC(=O)C1CCCN(S(=O)(=O)c2c(C)noc2/C=C/c2cccs2)C1 (stereo unspecified)	0	-2	-2.3	-1.9	0.2	-1.5	0.4	1.6	-1	-1	0.9
Cc1sc2nc(CN3CCCC3)nc(N3CCN(S(=O)(=O)c4cccs4)CC3)c2c1C	-2	7	-1.4	4.7*	-0.9	-0.9	-0.3	0.0	-13	-2	-3.7

Shown with two lines to a compound: 2 of the compounds above
Below each compound: NPR2 activator, SMARCA2 activ, ssDAF-12 act, DAX1 inh-1, proKLK7 act, hcDAF12 agonist, DAX1 inh-2, hgDAF-12 ag, HGIII-sPLA2 inh, NPR1 activator, GAA850 FXN act
CC1CN(C(=O)CCC(=O)NCc2ccc(F)cc2)c2ccccc2S1 (stereo unspecified)
    2, -3, -1.1, 1.4, -0.2, -1.3, 0.9, 2.8, 3, -3, -1.0
COCCNC(=O)C1CCCN(S(=O)(=O)c2c(C)noc2/C=C/c2cccs2)C1 (stereo unspecified)
    0, -2, -2.3, -1.9, 0.2, -1.5, 0.4, 1.6, -1, -1, 0.9

From PubChem BioAssay
